# Source: PubChem BioAssay
# Mm-Cpn inhibitor: blocks the Methanococcus maripaludis chaperonin Mm-Cpn | hit rate 0.031% among 330,000 | Potency, µM (highest dose often 76.9 µM), without a hit: top-dose activity, negative = inhibition, hits mostly inhibitors | purified Mm-Cpn ATPase, ADP Transcreener TR-FRET | AID 504842; also: potency is read from the fitted curve at half-maximal effect; % is scaled to controls: 0 for no effect and ±100 for the full control effect; nearly all actives have a fitted effect of over 80% in size
#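 25 nM Mm-CPN + cpd, 10 min 37°C; + 10 uM ATP, 30 min 37°C; buffer 30 mM Tris pH 7.4, 100 mM KCl, 5 mM MgCl2, 1 mM DTT; Transcreener ADP HTRF detection 30 min RT.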
# pAkt inh: Akt phosphorylation inhibition | activity change, % for hits at 50 µM | Neuro2A IGF-stimulated pAkt S473 HTRF, 20 min; active compounds read low | hit rate 0.32% among 360,000; in the data active = activity change below about -80%; inconclusive = mostly about -51% to -80%; also: % is scaled to controls: 0 for no effect and ±100 for the full control effect
#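 Neuro2A cells in DMEM with 0.5% FBS, overnight at 37 deg C, given compound at single 50 µM final, then IGF (6 nM final) for 20 min at 37 deg C. Lysed; phospho-Akt Ser473 by HTRF after 24 h, 665/615 ratio.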
# PTHR1 agonist: PTHR1 (human) receptor agonism. Potency, µM (series often up to 115 µM), for inactives: at the top dose activation, usual class: activators. HEK293 GP2 PTHR1 cells, GloSensor cAMP luminescence, 1 h. Q03431. hit rate 0.075% among 410,000; also: potency is read from the fitted curve at half-maximal effect; nearly all actives have a fitted effect of over 55% in size; some results filed as inactive show a strong effect at the top dose; inactives centre near -15; many of its hits are not listed in these tables
# Target sequence (Q03431 whole entry, looked up): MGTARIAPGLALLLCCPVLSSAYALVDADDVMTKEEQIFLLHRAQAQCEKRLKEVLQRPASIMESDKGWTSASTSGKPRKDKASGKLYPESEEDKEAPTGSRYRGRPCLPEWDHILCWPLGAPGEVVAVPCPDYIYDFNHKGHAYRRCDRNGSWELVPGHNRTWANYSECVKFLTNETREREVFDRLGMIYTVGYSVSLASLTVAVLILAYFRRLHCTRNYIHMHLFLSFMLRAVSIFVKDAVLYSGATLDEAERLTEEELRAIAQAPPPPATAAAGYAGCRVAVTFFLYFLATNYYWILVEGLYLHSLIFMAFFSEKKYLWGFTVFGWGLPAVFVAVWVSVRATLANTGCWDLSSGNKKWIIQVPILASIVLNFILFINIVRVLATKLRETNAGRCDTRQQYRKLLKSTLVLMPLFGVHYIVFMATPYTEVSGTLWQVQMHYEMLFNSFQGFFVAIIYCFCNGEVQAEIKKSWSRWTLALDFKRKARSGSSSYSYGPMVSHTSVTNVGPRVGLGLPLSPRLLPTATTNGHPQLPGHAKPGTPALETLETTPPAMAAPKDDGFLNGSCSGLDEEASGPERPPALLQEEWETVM
#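 HEK-293-derived GP2 cells expressing PTHR1 and a GloSensor cAMP reporter, 3,000/well, plated overnight, given luciferin plus IBMX (each 0.5 mM as added) for 1 h at 37 °C, then compound for 1 h at 37 °C. Luminescence was read after 15 min at room temperature.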
# CCT modulator: cytosolic chaperonin activity modulation; activity change, % (no concentration beside the values), hits read low; purified chaperonin ATPase assay, HTRF ADP detection, 30 min; hit rate 0.3% among 360,000; in the data active = activity change below about -30%; also: % is scaled to controls: 0 for no effect and ±100 for the full control effect
#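 Enzyme 40 or 20 nM (batch-dependent) in Tris pH 7.4/KCl/MgCl2/DTT; cpd 76 uM single point; ATP 10 uM; 30 min 37 °C; Transcreener ADP HTRF detection, 30 min RT; ratio 665/615.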
# EPAC2 agonist: EPAC2 (human) agonism | EPAC2 activation, biochemical qHTS; response scale: 100% = 6.5 mM cAMP response | Potency, µM (top dose mostly 154 µM), without a hit: at the highest dose activation, most hits filed as activators | Q8WZA2 | hit rate 0.079% among 360,000; also: potency is read from the fitted curve at half-maximal effect; nearly all actives have a fitted effect of over 50% in size
#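 qHTS, titration series. 100 nM EPAC2 / 250 nM Rap1B-BODIPY-GDP / 50 uM GDP; RT; ex 480/em 540 nm, 5-min reads to 30 min. Norm. to 6.5 mM cAMP = activation.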
# D3 antag: blocks the human D3 dopamine receptor; P35462; D3R cells, DiscoveRx beta-arrestin luminescence, antagonist mode; active compounds read low; max response, negative = inhibition, %; hit rate 2.5% among 360,000; in the data active = max response below about -50%; inconclusive = no clear call, values can overlap the other calls; also: % is scaled to controls: 0 for no effect and ±100 for the full control effect; mostly tested at two doses, the higher about 12 µM
# Target sequence (P35462 whole entry, looked up): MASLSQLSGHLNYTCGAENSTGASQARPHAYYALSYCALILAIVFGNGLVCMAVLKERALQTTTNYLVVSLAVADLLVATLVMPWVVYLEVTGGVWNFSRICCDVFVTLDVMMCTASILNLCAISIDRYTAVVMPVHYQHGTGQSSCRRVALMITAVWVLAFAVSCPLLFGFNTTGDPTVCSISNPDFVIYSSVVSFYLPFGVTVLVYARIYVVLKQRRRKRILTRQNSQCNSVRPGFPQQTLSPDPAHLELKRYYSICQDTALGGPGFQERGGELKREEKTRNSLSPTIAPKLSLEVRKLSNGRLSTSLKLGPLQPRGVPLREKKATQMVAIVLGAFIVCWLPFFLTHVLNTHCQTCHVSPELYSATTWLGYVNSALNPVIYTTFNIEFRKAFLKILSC
#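 Cells expressing the human receptor were seeded at 1500 cells/well, incubated overnight at 37 degrees C in 5% CO2, then exposed to library compounds with dopamine controls for 90 minutes at 37 degrees C before luminescent detection.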
# EPAC2 antagonist: antagonists of human EPAC2 | Q8WZA2 | EPAC2 GEF exchange of Rap1B-BODIPY-GDP, fluorescence | Potency, µM (top dose mostly 114 µM), for the others: at the top dose activity, negative = inhibition, usual class: inhibitors | hit rate 0.18% among 360,000 | AID 720708; also: potency is read from the fitted curve at half-maximal effect; % is scaled to controls: 0 for no effect and ±100 for the full control effect; nearly all actives have a fitted effect of over 45% in size; many of its hits are not listed in these tables
# D3 ag: D3 dopamine receptor (human) agonism. hit rate 0.58% among 410,000. P35462. D3R DiscoveRx beta-arrestin cells, luminescence, 90 min. max activation, %; in the data active = max activation above about 30%; also: 0% is about no effect; mostly tested at two doses, the higher about 12 µM
#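 Agonist-mode cell screen: cells plated at 1500/well and incubated overnight at 37 °C, then exposed to library compounds for 90 min at 37 °C. Detection reagent was added for 30–60 min at room temperature, and luminescence was read.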
# * marks the source's active call; other numbers are inactive results; i = inactive; ? = inconclusive; / = no result given; + = active, no number; & = joins results of further samples; [ ] = dose if it differs, or a comment. Unless noted, calls follow the shape of the dose curve; as a rule, active = well fitted curve in the direction sought with a large enough effect; inconclusive = small, poorly fitted or top-dose-only effect, or another doubt; inactive = no such curve, though single readings can be large; an effect the other way counts as inactive or inconclusive. A portion of the library (hit frequency here may not be typical).
SMILES,Mm-Cpn inhibitor,pAkt inh,PTHR1 agonist,CCT modulator,EPAC2 agonist,D3 antag,EPAC2 antagonist,D3 ag
O=C(CSc1nnc(-c2ccccc2)n1Cc1ccco1)Nc1ccc2c(c1)OCCO2,0%,i,-33%,-2.9,10%,-11,-12%,-2
CC1=C(C(=O)OCc2ccccc2)C(c2ccsc2)NC(=O)N1C (stereo not drawn),1%,i,-14%,-1.1,13%,-9,-12%,10
O=C(CSc1nc(-c2ccco2)cc(C(F)(F)F)n1)NCCCN1CCOCC1,-1%,i,-21%,-1.8,3%,-5,-2%,-2
CCOc1ccccc1NC(=O)NC(=O)N(C)S(C)(=O)=O,-1%,i,i,0.2,10%,-20,8%,1
CC(C)S(=O)(=O)N1CCCC(c2cc(C(=O)Nc3ccc(F)c(Cl)c3)no2)C1 (stereo not drawn),/,i,-28%,-0.4,9%,29,-7%,6
Cc1ccc(C(=O)NNC(=O)c2ccc3c(c2)OCCO3)cc1,-5%,i,-3%,1.9,8%,6,5%,6
C=CCn1c(SC2CCOC2=O)nc2sc(C)c(C)c2c1=O (stereo not drawn),1%,i,-3%,-2.9,-7%,6,2%,3
COc1ccc2c(c1)CCc1cn3nc(C)cc3nc1-2,-7%,i,i,1.7,-4%,12,-8%,1
NC(=S)NN=Cc1c[nH]c2nccnc12,/,i,-14%,1.2,10%,+,-3%,-31
NC(=O)c1ccccc1N(Cc1ccccc1)S(=O)(=O)c1ccccc1,-2%,i,i,-0.8,10%,11,-7%,-1
COc1cc(C(CCN2CCCC2)c2c(OC)cc(OC)c3c(C)cc(=O)oc23)cc(OC)c1OC (stereo not drawn),-20%,i,-24%,-1.7,9%,0,-3%,-46
COc1ccc(C2C(C(=O)Nc3cccc(C)n3)c3ccccc3C(=O)N2C)cc1OC (stereo not drawn),0%,i,i,-0.2,2%,-8,7%,-5
Cc1ccc(C)c2c1cc(C)c1nnc(SCc3ccccn3)n12,-7%,/,i,-3.5,4%,18,0%,0
COC(=O)C1=C(C)N(Cc2ccccc2)C(=NCCCCO)N[C@H]1c1ccccc1,2%&0%,i,-24%,-1.8,-6%,3,0%,10
COc1ccc(COC[B-](F)(F)F)cc1,/,i,15%,-0.3,-2%,4,6%,5
CCOc1ccc(NC(=O)CSc2nnc(Cn3cnc4ccccc43)n2C)cc1,-1%,i,-5%[57.5 µM],-2.0,-2%,11,4%,0
O=C(c1ccccc1)c1cccn1CC(=O)N1CCN(C2CCCCC2)CC1,0%,i,-18%[57.5 µM],-0.6,-20%,-6,-1%,-1
CCCCCCN1C[C@@H](O)[C@H](n2cc(C3CC3)nn2)C[C@@H]1c1ccc(C)cc1,/,i,-18%,-1.6,1%,-24,-4%,-1
CCCCC(=O)Nc1ccccc1N1CCN(c2ccccc2)CC1,1%,i,i,-0.8,3%,4,4%,-2
COc1ccc(O)c(CN2CCCC(N3CCN(c4ccccc4OC)CC3)C2)c1 (stereo not drawn),0%,i,i,-3.5,7%,-22,-20%,-19
O=C(Nc1ccnn1C1CCN(Cc2ccc(OC(F)F)cc2)CC1)C1CCCC1,3%,i,-1%,-3.9,2%,-9,-7%,-11
Cc1onc(-c2ccccc2Cl)c1C(=O)Nc1cccc(-c2nc3ncccn3c2C)c1,-1%,i,-29%,1.2,11%,16,-2%,7
O=C(CCl)NC1(C(=O)O)CCCC1,/,i,i,-0.4,9%,-5,2%,-3
CC(=O)NCC(=O)NC(C(=O)Nc1ccc2c(c1)OCCO2)c1ccccc1 (stereo not drawn),-2%,i,-10%[57.5 µM],-2.0,3%,-2,5%,-1
CCOC(=O)c1nn(-c2ccccc2F)c2nc(-c3ccco3)c(C#N)c(=O)n12,0%,i,i,1.5,-9%,23,22%,1
COc1cc(OC)c(C(=O)NCCCN2CCOCC2)cc1OC,2%,i,i,-6.1,6%,10,9%,10
COc1ccc(NC(=O)C(CC(=O)O)Cc2ccc(Br)cc2)cc1 (stereo not drawn),-17%,i,i,-1.1,4%,-21,4%,-8
Cn1c(CCCNC(=O)c2ccccc2)nc2ccccc21,0%,i,-22%,-0.8,0%,-54*,12%,0
COC(=O)c1ccccc1NC(=O)CN1CCC(n2nnc3cc(F)ccc32)CC1,-4%,i,-12%,-2.3,9%,-15,23%,-4
CCc1ccccc1NC(=O)COc1ccc2c(=O)c(Oc3cc(C)ccc3C)coc2c1,-1%,i,-5%,2.5,-2%,9,17%,3
COc1ccc(Br)cc1C(=O)N/N=C/c1cccnc1,0%,i,-2%,0.2,15%,0,1%,15
O=C(O)c1ccc(NC(=O)C2CCCCC2)cc1,2%,i,i,-0.9,7%,0,3%,-3
C=CCn1c(N)cc(=O)nc1SC(C)C(=O)Nc1cccc2ccccc12 (stereo not drawn),-1%,i,-26%[57.5 µM],-1.7,5%,-27,1%,-6
Cc1ccccc1C(=O)N1CCC2CC1c1cc(Cl)ccc12 (stereo not drawn),/,i,i,-0.4,8%,-10,-6%,-12
CC1(C)CC(=O)C2=C(C1)c1c(ccc3ccccc13)NC2c1ccc(OCC(=O)O)cc1 (stereo not drawn),-3%,i,-13%,-0.3,2%,68,?,5
CN(CC(=O)NC(=O)Nc1ccccc1F)Cc1ccccc1F,0%,i,-10%,0.1,7%,16,-1%,4
Cc1ccc2c(c1)C1(C(=O)N2)N2CCCC2C(C(=O)c2ccc3ccccc3c2)C12C(=O)Nc1ccccc12 (stereo not drawn),1%[15.4 µM],i,-10%,-3.8,7%,-14,-15%,-7
CCN(CC)S(=O)(=O)c1ccc(NC(=O)[C@@H](NC(=O)c2cc(OC)cc(OC)c2)C(C)C)cc1,2%,i,19%,0.8,8%,-18,-12%,-5
CC(C)Cn1c(SCC(=O)N2CC(=O)Nc3ccccc32)nc2ccccc21,0%,i,-4%,0.5,2%,-23,3%,-3
O=C(NNC(=O)c1ccc2ccccc2c1)Nc1ccc(F)cc1,-2%,i,-3%,-0.8,0%,?,18%,-20
O=C(COc1cccc2c1CCN(Cc1ccccc1)C2=O)NCc1ccco1,1%,i,i,-1.0,5%,4,-2%,2
CCCCN(C(=O)CCCc1nc2ccccc2c(=O)[nH]1)c1c(N)n(CC(C)C)c(=O)[nH]c1=O,-11%,i,6%,3.4,3%,0,0%,-2
CCC(=O)NNc1ncnc2c1cnn2C,0%,i,i,-0.7,3%,0,2%,2
Cc1no[n+]([O-])c1COc1ccc(/C=C(\C#N)C(N)=O)cc1,3%,i,i,-3.1,10%,7,3%,2
CCn1ncc(Cl)c1C(=O)Nc1ccncc1,-2%,/,-1%[57.5 µM],-3.7,3%,-9,1%,4
Cc1ccc(N2CC(C(=O)Nc3ccc(S(=O)(=O)Nc4ncccn4)cc3)CC2=O)cc1C (stereo not drawn),-1%,i,-13%,0.3,10%,-7,7%,1
CCNC(=O)NC(=O)CSc1ccccc1F,0%,i,30%,0.8,18%,-3,-12%,-8
CCOC(=O)Cc1csc(NC(=O)c2c(-c3c(F)cccc3Cl)noc2C)n1,-1%,i,i,-1.9,16%,-12,-4%,-17
CCCS(=O)(=O)NC(=O)C1(C)CCCN(C(=O)c2ccc(C(F)(F)F)cc2)C1 (stereo not drawn),/,i,-19%,-1.3,-2%,2,-1%,-3
CCCOc1cccc(OCCSc2nc(C)cc(=O)[nH]2)c1,-2%,/,-14%[57.5 µM],-2.4,6%,29,-3%,10
Cc1ccc(C(=O)NC2CC3CCCC(C2)N3C(=S)NCc2ccco2)cc1 (stereo not drawn),1%,i,i,-1.9,-1%,-2,9%,0
CC(=O)N1CCc2cc(C(=O)CN3CCN(c4cccc(Cl)c4)CC3)ccc21,-1%,i,-4%,-0.5,-2%,-50*,0%,-8
CC(C)Oc1ccccc1-c1cc(C(=O)N/N=C/c2cccnc2)c2ccccc2n1,1%,i,i,-0.9,12%,27,-1%,1
CCOc1ccc(C(=O)NC(=S)NCc2cccnc2)cc1,-8%,i,i,-2.2,-1%,3,3%,4
O=C(O)c1ccc(COc2cccc(CO)c2)cc1,1%,i,i,-0.2,3%,10,-1%,0
Cc1ccc(CN2C(=O)C(CC(C)C)Nc3ncnc(N4CCN(c5ccccn5)CC4)c32)cc1 (stereo not drawn),-2%,i,i,-1.4,-2%,-88*,-15%,-50

# Molecules above with a Cl atom:
SMILES,Mm-Cpn inhibitor,pAkt inh,PTHR1 agonist,CCT modulator,EPAC2 agonist,D3 antag,EPAC2 antagonist,D3 ag
CC(C)S(=O)(=O)N1CCCC(c2cc(C(=O)Nc3ccc(F)c(Cl)c3)no2)C1 (stereo not drawn),/,i,-28%,-0.4,9%,29,-7%,6
Cc1onc(-c2ccccc2Cl)c1C(=O)Nc1cccc(-c2nc3ncccn3c2C)c1,-1%,i,-29%,1.2,11%,16,-2%,7
O=C(CCl)NC1(C(=O)O)CCCC1,/,i,i,-0.4,9%,-5,2%,-3
Cc1ccccc1C(=O)N1CCC2CC1c1cc(Cl)ccc12 (stereo not drawn),/,i,i,-0.4,8%,-10,-6%,-12
CCn1ncc(Cl)c1C(=O)Nc1ccncc1,-2%,/,-1%[57.5 µM],-3.7,3%,-9,1%,4
CCOC(=O)Cc1csc(NC(=O)c2c(-c3c(F)cccc3Cl)noc2C)n1,-1%,i,i,-1.9,16%,-12,-4%,-17
CC(=O)N1CCc2cc(C(=O)CN3CCN(c4cccc(Cl)c4)CC3)ccc21,-1%,i,-4%,-0.5,-2%,-50*,0%,-8
